Compound activity as filed in PubChem.
West Nile virus CPE: West Nile virus antiviral activity, cell-based, CPE readout (AID 1621); CPE inhibition, % at 10 µM; hits with a dose series show IC50 in µM; actives 0.02% (n = 290,000); West Nile virus-infected cells, CPE inhibition; higher % means a stronger effect; in the data active = a potency from the dose series; also: strong numbers were not always called active
PMI inhibitors: inhibitors of human PMI, primary screen, biochemical, fluorescence intensity, coupled assay (AID 1209); purified PMI enzyme, coupled fluorescence intensity; higher % means a stronger effect; inhibition, % at 20 µM, or IC50 in µM where a hit was titrated; actives 0.42% (n = 190,000);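 also: plate controls were DMSO vehicle for no effect and wells lacking substrate for full effect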
TNAP activation fold: human TNAP enzyme activators, primary screen, biochemical, luminescent, no phosphate acceptor, uHTS (AID 1001); purified TNAP, luminescent activation assay, no phosphate acceptor; higher activation fold means a stronger effect; one-dose activation fold at 20 µM; EC50 in µM for titrated hits; actives 0.03% (n = 200,000); in the data active = activation fold from about 3, or a potency from the dose series; inactive = the rest, 99 in 100 with activation fold below about 1.6; also: many of its hits are not listed in these tables
Insulin prom up: MIN6 insulin promoter up-regulation. MIN6 insulin promoter-GFP reporter, high-content imaging; stronger effect = higher value. z-score at 5 µM. actives 0.3% (n = 190,000);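 active = z-score above 3 at 5 µM with at least 500 cells counted in the well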
Salmonella PhoP GFP: PhoP-dependent GFP reporter repression – Salmonella Typhimurium, primary screen (AID 1863); S. Typhimurium PhoP-regulated promoter GFP reporter, 4 h; higher % means a stronger effect; inhibition, % at 50 µM; hits with a dose series show IC50 in µM; actives 0.16% (n = 300,000);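 active = inhibition over 29.93%, a cutoff 3 SD above the screen mean, later confirmed by dose response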;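 also: 0% = low Mg2+ inducing control and 100% = high Mg2+ repressing control; strong numbers were not always called active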
SV40 large T antigen: TAg ATPase/helicase activity blockers – biochemical (AID 1903) | one-dose inhibition, % at 20 µM; IC50 in µM for titrated hits | SV40 large T antigen ATPase/helicase inhibition assay; higher % means a stronger effect | actives 0.39% (n = 310,000); in the data active = a potency from the dose series; also: strong numbers were not always called active
ER stress rescue: protection against thapsigargin-triggered cell killing – 384-well, CSM14.1, ATP luminescence, primary screen (AID 1222). CSM14.1 thapsigargin-induced death rescue, ATP luminescence; higher % means a stronger effect. cellular ATP content (survival), % at 20 µM; hits with a dose series show EC50 in µM. 190,000 tested, under 10 active;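 active = EC50 below 50 µM in the dose-response confirmation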;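 also: death triggered by thapsigargin at about 15 µM added after 2 h compound pretreatment; cell ATP read after overnight thapsigargin exposure of roughly 18 to 22 hours; normalized against plate controls of thapsigargin alone and 5% DMSO vehicle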
RSV CPE inhibition: RSV antiviral activity via CPE protection, HEp-2 cells, primary 10 µM value included (AID 2391); actives 0.13% (n = 310,000); HEp-2 cells, RSV-induced CPE inhibition; higher % means a stronger effect; CPE inhibition, % at 10 µM, or IC50 in µM where a hit was titrated; in the data active = a potency from the dose series; also: strong numbers were not always called active
human PMI inhibitors: human PMI inhibitors, high substrate, primary screen, biochemical, fluorescence intensity, high mannose 6-phosphate (AID 1220); recombinant PMI enzyme, coupled fluorescence intensity; higher % means a stronger effect; inhibition, % at 20 µM; hits with a dose series show IC50 in µM; actives 0.66% (n = 190,000)
Insulin prom up cell count: second read-out of Insulin prom up, no call of its own (marks repeat the call); cell count; measured here: cytotoxicity, nuclei count;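 total cells summed across four imaged fields per well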
* marks the source's active call; other numbers are inactive results; x = not tested or not shown. Rule as the data show it, unless noted: active = inhibition above about 50%; inactive = the rest.

SMILES	West Nile virus CPE	Insulin prom up cell count	Salmonella PhoP GFP	RSV CPE inhibition	TNAP activation fold	SV40 large T antigen	Insulin prom up	ER stress rescue	human PMI inhibitors	PMI inhibitors
COc1ccccc1C(=O)NNC(=O)C(=O)Nc1ccc(C)c(Cl)c1	-0.1%	x	12%	3.2%	x	1%	x	x	x	x
Cc1nc2ccccc2c2oc(C(=O)NCCCN3CCC(C)CC3)cc12	0.0%	965	0%	-0.1%	1.1	6%	-1.1	-0.7%	6%	-1%
N=C1S/C(=C\c2ccc(-c3ccccc3C(=O)O)o2)C(=O)N1c1ccc2c(c1)OCO2	-0.3%	1119	-9%	x	0.7	10%	-0.12	-5.4%	-40%	11µM*
CC(C)Oc1ccc(CCc2n[nH]c(=S)n2-c2ccccc2)cc1	-1.1%	1316	-4%	8.4%	1.8	7%	-0.5	x	11%	5%
CN=C1S/C(=C\c2ccc(N3CCOCC3)c(F)c2)C(=O)N1C	-0.2%	992	-3%	1.0%	1	14%	-0.2	-1.0%	-5%	-6%
COc1cccc(NC(=O)COC(=O)CC(NC(N)=O)c2ccc(Cl)cc2)c1 (centres undefined)	0.4%	970	-3%	2.7%	x	15%	0	x	x	x
Cc1onc(-c2ccccc2)c1C(=O)Nc1nnc(N(C)Cc2ccccc2)s1	-0.7%	926	0%	0.5%	0.7	2%	-0.44	0.3%	4%	-1%
Nc1nc(SCC(=O)NCCC(c2ccccc2)c2ccccc2)n[nH]1	0.0%	973	4%	0.6%	1	9%	-0.06	-0.5%	-14%	-10%
CCOC(=O)C1CCN(C(=O)CC2C(=O)N(Cc3ccccc3)C(C)c3nc4ccccc4n32)CC1 (centres undefined)	0.3%	1337	-4%	0.2%	1.1	9%	-0.86	3.5%	-2%	3%
CNC(=O)c1c[nH]c2ccc(S(=O)(=O)Nc3ccccc3F)cc2c1=O	-0.1%	x	18%	2.6%	x	-3%	x	x	x	x
CN(C)S(=O)(=O)c1cccc(NC(=O)COC(=O)c2ccc3c(c2)OCO3)c1	2.7%	1463	-6%	1.2%	1.1	2%	-0.07	3.7%	4%	-2%
O=C(NCc1ccco1)C(c1ccc(F)cc1)N(CC1CCCO1)C(=O)Cn1nnc2ccccc21 (centres undefined)	-0.1%	1222	24%	0.7%	1	0%	0.45	4.0%	6%	9%
CCOc1ccccc1NC(=O)CSc1n[nH]c(N)n1	1.8%	x	2%	2.1%	x	-1%	x	x	x	x
Cc1ccc2c(Cl)cc(Cl)c(OCC(=O)O)c2n1	-0.2%	1600	6%	3.5%	1.1	8%	-0.09	0.3%	10%	-3%
O=C(C1=C[C@@H](c2coc3ccccc3c2=O)C[C@@H](OCc2ccc(CO)cc2)O1)N1CCN(Cc2ccccc2)CC1	-0.7%	x	0%	3.8%	1	9%	x	0.9%	10%	13%
COc1ccc(CN(CC2CCC(C(=O)O)CC2)C(=S)Nc2cc(C)cc(C)c2)cc1 (centres undefined)	-0.2%	1248	-9%	0.7%	1	7%	-0.21	-5.6%	0%	5%
O=C(N/N=C1\C2CN3CCN(C2)CC1(c1ccccc1)C3)c1ccc(F)cc1	0.5%	1241	-19%	0.5%	1.1	25%	0.25	4.1%	-6%	-3%
CC(=O)Nc1nc(C)c(Oc2ccc(C)cc2)c(=O)[nH]1	-0.7%	x	-3%	2.0%	x	7%	x	x	x	x
CCOC(=O)c1cnn(-c2ccc(Cl)cc2)c1C1CCN(C(=O)OC(C)(C)C)CC1	0.7%	885	2%	18%	1.1	1%	-0.21	0.5%	8%	13%
Nc1c(-c2ccc(Cl)cc2)cnn1-c1cccc([N+](=O)[O-])c1	-0.4%	x	22%	9.1%	1.1	3%	x	0.3%	5%	12%
COc1cc(C(=S)N2CCOCC2)cc(OC)c1OC(=O)c1ccccc1[N+](=O)[O-]	0.1%	x	4%	2.4%	x	6%	x	x	x	x
Cc1cccc(C)c1NC(=S)NC1CCCCC1	-0.9%	1409	-5%	3.2%	1.1	11%	-0.47	-1.3%	1%	10%
Cn1c(C(=O)O)cnc1Sc1ncc(C(F)(F)F)cc1Cl	x	1210	-4%	1.1%	0.8	20%	-0.01	-1.0%	-18%	-34%
CC(C)[C@H](NC(=O)[C@@H]1CSCN1C(=O)OC(C)(C)C)C(=O)NCC1CCC(C(=O)O)CC1 (some centres undefined)	0.1%	1285	-8%	-2.2%	1.1	5%	-0.22	x	0%	1%

An excerpt from above in order of count of non-hydrogen atoms, low to high:
SMILES	West Nile virus CPE	Insulin prom up cell count	Salmonella PhoP GFP	RSV CPE inhibition	TNAP activation fold	SV40 large T antigen	Insulin prom up	ER stress rescue	human PMI inhibitors	PMI inhibitors
Cc1cccc(C)c1NC(=S)NC1CCCCC1	-0.9%	1409	-5%	3.2%	1.1	11%	-0.47	-1.3%	1%	10%
CC(=O)Nc1nc(C)c(Oc2ccc(C)cc2)c(=O)[nH]1	-0.7%	x	-3%	2.0%	x	7%	x	x	x	x
Cn1c(C(=O)O)cnc1Sc1ncc(C(F)(F)F)cc1Cl	x	1210	-4%	1.1%	0.8	20%	-0.01	-1.0%	-18%	-34%
O=C(N/N=C1\C2CN3CCN(C2)CC1(c1ccccc1)C3)c1ccc(F)cc1	0.5%	1241	-19%	0.5%	1.1	25%	0.25	4.1%	-6%	-3%
CC(C)[C@H](NC(=O)[C@@H]1CSCN1C(=O)OC(C)(C)C)C(=O)NCC1CCC(C(=O)O)CC1 (some centres undefined)	0.1%	1285	-8%	-2.2%	1.1	5%	-0.22	x	0%	1%

Other compounds.
SMILES	West Nile virus CPE	Insulin prom up cell count	Salmonella PhoP GFP	RSV CPE inhibition	TNAP activation fold	SV40 large T antigen	Insulin prom up	ER stress rescue	human PMI inhibitors	PMI inhibitors
CC1=C(C(=O)Nc2ccccc2C)C(c2ccc(C)o2)n2c(s/c(=C/c3ccccc3)c2=O)=N1 (centres undefined)	-0.6%	797	5%	4.6%	1	16%	-0.14	0.5%	5%	8%
Nc1cc(N)nc(SCCN2CCCCC2)n1	1.9%	1141	-7%	-0.1%	1	2%	0.23	0.0%	6%	-9%
Cc1nnn(C23CC4CC(CC(CC(=O)Nc5ccc(C)c(Cl)c5)(C4)C2)C3)n1	-1.9%	1327	-13%	14%	1.3	2%	-0.14	0.2%	16%	25%
O=C1CCC/C(=N/NC(=O)c2ccc(CN3c4cccc5cccc(c45)S3(=O)=O)cc2)C1	-0.6%	x	23%	2.1%	1.2	9%	x	-2.7%	33%	15%
CCC1(C(=O)c2ccccc2)C(c2ccc([N+](=O)[O-])cc2)C1(C(=O)OC)C(=O)OC (centres undefined)	-0.8%	1270	-3%	4.1%	1.1	6%	-0.57	-0.1%	11%	19%
COc1ccc(C(O)P(=O)(OC(C)C)c2ccc(N(C)C)cc2)c(OC)c1 (centres undefined)	-0.5%	x	6%	1.1%	x	11%	x	x	x	x
Cc1ccc(C)c(S(=O)(=O)N/N=C/c2ccc(N3CCOCC3)cc2)c1	-0.1%	1044	x	5.7%	x	34%	-0.29	x	x	x
O=C(O)c1ccccc1SC1CC(=O)N(C2CCCCC2)C1=O (centres undefined)	0.3%	1321	-7%	1.5%	1.1	3%	-0.28	0.9%	-16%	-12%
O=C(C1CCCN1C(=O)c1cccs1)N1CCN(Cc2ccc3c(c2)OCO3)CC1 (centres undefined)	x	x	-2%	0.0%	1.1	3%	x	4.7%	-8%	-11%
Fc1ccc(NC(=S)Nc2ccc(Br)cc2)cc1	-0.2%	1643	2%	3.0%	1	20%	-0.26	-4.5%	-2%	8%
Cc1cccc(C(=O)NNC(=O)c2ccc(S(=O)(=O)N3CCOCC3)cc2)c1	0.1%	x	-7%	0.1%	x	21%	x	x	x	x
Cc1cccc(/C=N/n2c(-c3cc(-c4ccccc4)n[nH]3)n[nH]c2=S)c1	0.2%	x	3%	15%	1.6	33%	x	-3.1%	-2%	11%
O=C(CNC(=O)C(c1ccccc1)c1ccccc1)N/N=C/c1cccnc1	-0.2%	1337	0%	0.4%	x	11%	0.12	x	x	x
Cc1c(C)c2ccc(OCC(=O)NC3CCN(Cc4ccccc4)CC3)cc2oc1=O	-0.3%	x	-7%	9.9%	x	24%	x	x	x	x
O=C(CSc1ncnc2nc[nH]c12)Nc1ccccc1C(F)(F)F	x	1546	-9%	1.3%	1	14%	-0.01	0.1%	-1%	-2%
O=S(=O)(Nc1nc2ccccc2nc1NCC1CCCO1)c1ccccc1 (centres undefined)	0.3%	1178	-7%	0.7%	x	9%	0.44	x	x	x
CCCCN(C)CCNC(=O)c1cc2c(-c3ccccc3F)nn(C)c2s1	2.0%	x	2%	-2.7%	x	6%	x	x	x	x
Fc1ccc(-c2csc3ncnc(N4CCc5ccccc5C4)c23)cc1	0.5%	1222	8%	15%	1	1%	0.79	0.2%	2%	3%
CC(C)C1S/C(=N/N=C/c2cccs2)NC1=O (centres undefined)	x	1476	-1%	1.4%	1	7%	2.8	-1.4%	-2%	-4%
Cc1nnc(SCc2nc3ccccc3nc2C)s1	0.2%	x	5%	4.0%	1.1	10%	x	0.7%	-6%	5%
Cc1nn(C(C)C(=O)NCCCN2CCCC2)c(=O)c2nn(-c3ccccc3)c(C)c12 (centres undefined)	0.8%	x	4%	-0.1%	x	10%	x	x	x	x
CCC1(C)Cc2c(sc3nc4n(c(=O)c23)CCS4)CO1 (centres undefined)	0.3%	x	-4%	0.6%	1.1	9%	x	-0.7%	7%	6%
CCOc1ccc(C(C)NC(=O)Cc2ccccc2)cc1OCC (centres undefined)	0.4%	1319	-7%	2.3%	1.1	-5%	-0.81	0.4%	-5%	-4%
CCCCCCCN(C(=O)CCl)c1cccc(C)c1	-0.9%	1394	3%	1.8%	1	-2%	0.15	0.2%	6%	4%
O=C(Cc1ccccc1)Nc1ccccc1Oc1ccccc1	-0.9%	1315	-5%	0.2%	1.2	5%	-0.12	-0.4%	0%	2%
Cc1ccc(NC(=O)CSc2nc3ccc(Nc4nc(N5CCOCC5)nc(N5CCOCC5)n4)cc3s2)cc1	2.9%	x	0%	2.8%	x	6%	x	x	x	x
CCOC(=O)c1sc(NC(=O)CSc2n[nH]c(C)n2)nc1C	-0.6%	1402	-10%	0.9%	1.2	13%	-0.05	1.8%	-8%	-9%
Cc1c(N=Cc2cc3c(cc2Cl)OCO3)c(=O)n(-c2ccccc2)n1C	-0.2%	1126	x	0.0%	1.1	x	0.13	5.2%	5%	2%
Cc1cccc(-c2ncc(S(=O)(=O)C(C)(C)C)c(N)n2)c1	-0.4%	1477	-6%	1.1%	x	5%	0.31	x	x	x
